Compound activity: PubChem BioAssay, The Scripps Research Institute Molecular Screening Center
FBW7 activator = FBW7 E3 ligase activators, primary screen, biochemical, AlphaScreen, human. AlphaScreen FBW7–phospho-cyclin E peptide binding, activator screen. normalized activity (activation), % at 26.1 µM. hit rate 0.13% among 650,000. AID 1259310, 2017; in the data active = normalized activity above about 1.9%;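 also: purified mutant Fbw7 with reduced substrate affinity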
Target sequence (Q969H0 whole entry, looked up): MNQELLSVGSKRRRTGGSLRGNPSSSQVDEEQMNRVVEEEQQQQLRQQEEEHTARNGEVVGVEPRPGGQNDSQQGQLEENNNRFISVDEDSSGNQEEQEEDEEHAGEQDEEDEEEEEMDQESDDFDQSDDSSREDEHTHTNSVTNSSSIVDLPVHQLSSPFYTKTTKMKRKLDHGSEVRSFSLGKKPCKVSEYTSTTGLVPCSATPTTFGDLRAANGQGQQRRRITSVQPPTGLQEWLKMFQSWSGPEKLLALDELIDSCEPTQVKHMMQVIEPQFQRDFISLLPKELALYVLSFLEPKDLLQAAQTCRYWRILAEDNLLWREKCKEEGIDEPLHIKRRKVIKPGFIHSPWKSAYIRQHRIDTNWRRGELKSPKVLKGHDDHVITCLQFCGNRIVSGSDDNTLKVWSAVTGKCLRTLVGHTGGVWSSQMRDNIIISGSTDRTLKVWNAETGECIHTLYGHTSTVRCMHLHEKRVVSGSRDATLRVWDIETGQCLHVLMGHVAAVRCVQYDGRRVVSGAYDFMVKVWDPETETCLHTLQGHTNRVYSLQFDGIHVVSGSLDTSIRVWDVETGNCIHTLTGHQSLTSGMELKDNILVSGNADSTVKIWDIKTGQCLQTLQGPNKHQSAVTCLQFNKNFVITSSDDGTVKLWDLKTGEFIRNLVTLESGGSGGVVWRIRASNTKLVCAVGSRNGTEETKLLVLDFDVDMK
TEAD-YAP inh = TEAD-YAP interaction inhibition, primary screen, TEAD-YAP interaction inhibitor project, luminescence, HEK-TIYL cells; inhibition, % at 9.12 µM; hit rate 1.4% among 640,000; TEAD-Gal4/YAP UAS-luciferase luminescence; in the data active = inhibition above about 32%;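 also: 0% = median of test compound wells and 100% = reference inhibitor wells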
GPR151 ag = activators of human GPR151, primary screen, cell-based, PathHunter beta-arrestin, luminescence. hit rate 1% among 650,000. PathHunter beta-arrestin GPR151 cells. activation, % at 11.2 µM; in the data active = activation above about 4.9%;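 also: 0% = median of compound wells and 100% = cells with positive control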
MITF primary = MITF inhibitors, primary screen, biochemical, AlphaScreen, human; Microphthalmia-associated transcription factor (Homo sapiens), O75030; AlphaScreen MITF homodimerization, bead proximity signal; inhibition, % at 2.6 µM; hit rate 0.91% among 650,000; in the data active = inhibition above about 50%;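 also: 0% = vehicle wells with protein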
* = called active by the depositor.

For Cc1cc2nc(C3CCCN3C(=O)Cc3ccccn3)[nH]c2cc1C (stereo not given) the results were FBW7 activator 0.8, TEAD-YAP inh -3, GPR151 ag 1.3 and MITF primary 8.
O=C(Cn1cnc2c(nnn2Cc2ccc(F)cc2)c1=O)N1CCCC1 was read as FBW7 activator 0.1, TEAD-YAP inh -9, GPR151 ag -0.3 and MITF primary 16.
Screening O=C(Nc1ccc2c(c1)CN(C(=O)CCN1CCCC1=O)CC2)c1ccncc1 returned FBW7 activator -0.1, TEAD-YAP inh -8, GPR151 ag -0.2 and MITF primary -11.
Screening Cc1ccc(C(=O)Nc2nncs2)s1 returned FBW7 activator 0.2, TEAD-YAP inh -8, GPR151 ag -2.5 and MITF primary 11.
`CCCCN(C)Cc1c(C(=O)N2CCN(C3CCCCC3)CC2)nc2ccccn12` gave FBW7 activator 0.5, TEAD-YAP inh 4, GPR151 ag 7.3* and MITF primary 14.
`COc1ccc2c(c1)C(=NN=C(N)N)c1cc(OC)ccc1-2` gave FBW7 activator 0.0, TEAD-YAP inh 59*, GPR151 ag -0.5 and MITF primary -11.
Screening Cc1ccc2c(c1)N(CC(=O)N1CCC3(CC1)OCCO3)C(=O)CO2 returned FBW7 activator -0.3, TEAD-YAP inh -11, GPR151 ag -0.3 and MITF primary 3.
`CC1CN(C(=O)/C(=C/c2cn(-c3ccccc3)nc2-c2ccccc2)NC(=O)c2ccc(Cl)cc2)CC(C)O1` (stereo not given) gave FBW7 activator 0.0, TEAD-YAP inh 1, GPR151 ag 1.8 and MITF primary -5.
For NC(=O)c1ccc(-c2cc(C(=O)NCCc3ccc(O)cc3)ccn2)cc1 the results were FBW7 activator -0.1, TEAD-YAP inh 11, GPR151 ag 2.7 and MITF primary 21.
COc1ccc(OC)c(NC(=O)c2cc(S(=O)(=O)NCCc3ccc(OC)c(OC)c3)ccc2F)c1 was read as FBW7 activator 0.1, TEAD-YAP inh -12, GPR151 ag 0.1 and MITF primary 3.
Screening CN1CCN(C(=S)Nc2ccccc2F)CC1 returned FBW7 activator -0.2, TEAD-YAP inh 5, GPR151 ag 1.1 and MITF primary -10.
Screening Cc1cc(C(=O)N2CCC(C)CC2)on1 returned FBW7 activator 0.1, TEAD-YAP inh 6, GPR151 ag -1.4 and MITF primary -2.
COC1CCN(C(=O)CC2C(=O)NCCN2CC(C)(C)C)CC1 (stereo not given) was read as FBW7 activator 0.2, TEAD-YAP inh 6, GPR151 ag -0.7 and MITF primary 1.
Screening O=C(CN1C(=O)c2ccc(C(=O)OCc3ccccc3)cc2C1=O)OCc1ccccc1 returned FBW7 activator -0.5, TEAD-YAP inh -5, GPR151 ag 0.5 and MITF primary -6.
For COc1ccc(Cl)cc1C(=O)Nc1c2c(nn1-c1ccc(C)cc1C)CSC2 the results were FBW7 activator 0.6, TEAD-YAP inh -5, GPR151 ag -0.8 and MITF primary -1.
`Cc1ccc2c(c1)-c1c(cnn1CC(=O)NCCCN1CCCCCC1)CO2` gave FBW7 activator -0.4, TEAD-YAP inh 5, GPR151 ag -0.3 and MITF primary -2.
CCOc1ccc(-c2nc(CS(=O)(=O)CC(=O)NCc3ccc(C)cc3)c(C)o2)cc1 was read as FBW7 activator -0.1, TEAD-YAP inh 2, GPR151 ag -0.4 and MITF primary 7.
Screening C=CCOc1ccccc1C1C(C#N)=C(N)OC(C)=C1C(=O)OCC (stereo not given) returned FBW7 activator -0.3, TEAD-YAP inh 0, GPR151 ag 1.3 and MITF primary -1.
COc1ccc(-n2cccc2)cc1 was read as FBW7 activator -0.1, TEAD-YAP inh 1, GPR151 ag -1.8 and MITF primary 2.
N#Cc1ccccc1CN1C(=O)C(=O)c2ccccc21 was read as FBW7 activator -0.3, TEAD-YAP inh 5, GPR151 ag 1.8 and MITF primary 9.
Screening Cc1ccccc1Oc1ccccc1N returned FBW7 activator 0.0, TEAD-YAP inh -5, GPR151 ag 0.0 and MITF primary 0.
CC(=O)c1cccc(-c2nc3c(Nc4ccc(N5CCOCC5)cc4)ncnc3n2C(C)C)c1 was read as FBW7 activator 0.2, TEAD-YAP inh -15, GPR151 ag -0.9 and MITF primary 16.
Screening CC(=O)N=c1sc2cc(C)ccc2n1C returned FBW7 activator 0.0, TEAD-YAP inh -11, GPR151 ag 3.5 and MITF primary -1.
Screening CCOc1ccc(CCNC(=O)c2cc3cc(Br)ccc3oc2=O)cc1OCC returned FBW7 activator 0.1, TEAD-YAP inh -3, GPR151 ag 0.0 and MITF primary 18.
`Cc1cc(NC(=O)CSc2nc3ccccc3o2)no1` gave FBW7 activator -0.2, TEAD-YAP inh -5, GPR151 ag -1.4 and MITF primary 4.
`O=CN1N=C(C(F)(F)F)CC1(O)c1cccnc1` (stereo not given) gave FBW7 activator 0.2, TEAD-YAP inh 0, GPR151 ag -0.1 and MITF primary -4.
O=C(OC1CCCCC1=O)c1cccnc1Cl (stereo not given) was read as FBW7 activator 0.1, TEAD-YAP inh 0, GPR151 ag 0.4 and MITF primary 13.
Screening C/C(CC(=O)Nc1cccc(C)n1)=N\NC(=O)c1ccco1 returned FBW7 activator 0.4, TEAD-YAP inh -56, GPR151 ag -1.9 and MITF primary 7.
Screening Cc1ccccc1-c1nc2ccccc2[nH]1 returned FBW7 activator 0.0, TEAD-YAP inh -53, GPR151 ag -2.1 and MITF primary 24.
Screening O=C(CSc1nc2ccc(N3C(=O)c4ccccc4C3=O)cc2s1)NCC1CCCO1 (stereo not given) returned FBW7 activator -0.2, TEAD-YAP inh 2, GPR151 ag 0.6 and MITF primary -3.
`Cc1nnc(NC(=O)CCN2C(=O)C3C4C=CC(C4)C3C2=O)s1` (stereo not given) gave FBW7 activator -0.1, TEAD-YAP inh 5, GPR151 ag 0.4 and MITF primary -2.
For Cc1cccc(C(=O)NC(=S)Nc2ccc(-c3nc4ccccc4o3)cc2)c1 the results were FBW7 activator -0.1, TEAD-YAP inh -50, GPR151 ag 3.7 and MITF primary 6.
COc1ccc(N=C2SC(C(=O)Nc3ccc(C(=O)O)cc3)CC(=O)N2CCc2ccc(OC)c(OC)c2)cc1 (stereo not given) was read as FBW7 activator 0.1, TEAD-YAP inh 4, GPR151 ag -0.2 and MITF primary -17.
CCOc1ccc(Nc2nc(-c3ccc(OC(C)=O)cc3)cs2)cc1 was read as FBW7 activator -0.2, TEAD-YAP inh -18, GPR151 ag -1.0 and MITF primary 7.
`CCOC(=O)c1sc(N2C(=O)C(=O)/C(=C(/O)c3ccc(C)cc3)C2c2cccc(Br)c2)nc1C` (stereo not given) gave FBW7 activator 0.0, TEAD-YAP inh -11, GPR151 ag -0.5 and MITF primary -4.
`CCOC(=O)C1(CCCc2ccccc2)CCN(C(=O)C2CCCN(C(N)=O)C2)CC1` (stereo not given) gave FBW7 activator 0.0, TEAD-YAP inh -13, GPR151 ag -0.8 and MITF primary -3.
Cc1ccn(CCC(=O)NCC2Cc3cccc(-c4ccc(C(N)=O)cc4)c3O2)n1 (stereo not given) was read as FBW7 activator -0.1, TEAD-YAP inh 6, GPR151 ag 0.2 and MITF primary -13.
`C/C(=N/NC(=O)COc1cccc(C)c1C)c1ccccc1O` gave FBW7 activator 0.3, TEAD-YAP inh 7, GPR151 ag 0.1 and MITF primary 4.
Screening Cc1cc(NC2CCN(Cc3ccccc3)CC2)nc(N2CCc3ccccc3C2)n1 returned FBW7 activator 0.0, TEAD-YAP inh 0, GPR151 ag -1.4 and MITF primary 3.
For C=CCc1cc(Cl)ccc1OCCOCCn1ccnc1 the results were FBW7 activator -0.1, TEAD-YAP inh 0, GPR151 ag 0.5 and MITF primary 44.

Ordered by count of non-hydrogen atoms (largest number first): part of the list above.
`Cc1nnc(NC(=O)CCN2C(=O)C3C4C=CC(C4)C3C2=O)s1` (stereo not given) gave FBW7 activator -0.1, TEAD-YAP inh 5, GPR151 ag 0.4 and MITF primary -2.
Screening C/C(CC(=O)Nc1cccc(C)n1)=N\NC(=O)c1ccco1 returned FBW7 activator 0.4, TEAD-YAP inh -56, GPR151 ag -1.9 and MITF primary 7.
Screening Cc1ccccc1-c1nc2ccccc2[nH]1 returned FBW7 activator 0.0, TEAD-YAP inh -53, GPR151 ag -2.1 and MITF primary 24.
Screening CC(=O)N=c1sc2cc(C)ccc2n1C returned FBW7 activator 0.0, TEAD-YAP inh -11, GPR151 ag 3.5 and MITF primary -1.

Returning to the listing; the two compounds before the break are reprinted first.
Screening Cc1cc(NC2CCN(Cc3ccccc3)CC2)nc(N2CCc3ccccc3C2)n1 returned FBW7 activator 0.0, TEAD-YAP inh 0, GPR151 ag -1.4 and MITF primary 3.
For C=CCc1cc(Cl)ccc1OCCOCCn1ccnc1 the results were FBW7 activator -0.1, TEAD-YAP inh 0, GPR151 ag 0.5 and MITF primary 44.
CCOC(=O)C1=C(C)N=c2s/c(=C3\C(=O)N(CC(N)=O)c4ccccc43)c(=O)n2C1c1ccccc1Cl (stereo not given) was read as FBW7 activator -0.2, TEAD-YAP inh -6, GPR151 ag -0.9 and MITF primary -12.
CCNC(=S)Nc1ccc(Cl)c([N+](=O)[O-])c1 was read as FBW7 activator 0.5, TEAD-YAP inh 11, GPR151 ag -0.6 and MITF primary 3.
`N#CC1=C(N)OC2=C(C(=O)CCC2)C1c1cccc([N+](=O)[O-])c1` (stereo not given) gave FBW7 activator -0.1, TEAD-YAP inh -2, GPR151 ag 0.7 and MITF primary 0.
CC(NC(=O)Cn1nc(C(=O)N2CCOCC2)cc1-c1cccs1)c1ccccc1 (stereo not given) was read as FBW7 activator 0.1, TEAD-YAP inh 3, GPR151 ag 0.6 and MITF primary 8.
For CCOc1ccccc1NC(=O)CN1C(=O)NC(C)(c2ccc(Cl)cc2Cl)C1=O (stereo not given) the results were FBW7 activator 0.5, TEAD-YAP inh 6, GPR151 ag 2.3 and MITF primary 1.
For Cc1onc(-c2ccccc2Cl)c1C(=O)Nc1ccc(-c2nc3ccccc3o2)cc1 the results were FBW7 activator -0.1, TEAD-YAP inh 0, GPR151 ag 2.3 and MITF primary -6.
`O=Cc1cccc2c1sc1ccccc12` gave FBW7 activator 0.2, TEAD-YAP inh 0, GPR151 ag 0.2 and MITF primary 0.
O=C(NCc1ccco1)C1CN(C(=O)c2ccc(F)c(F)c2)C1 was read as FBW7 activator -0.2, TEAD-YAP inh 2, GPR151 ag 1.3 and MITF primary -1.
Nc1cc(Cl)ccc1C(=O)OCC(=O)NNC(=O)c1ccc(Br)cc1 was read as FBW7 activator -0.1, TEAD-YAP inh 2, GPR151 ag -0.5 and MITF primary -9.
`Cc1cc(C(=O)OCC(=O)N(C(C)C)C(C)C)ccc1[N+](=O)[O-]` gave FBW7 activator 0.0, TEAD-YAP inh 5, GPR151 ag 1.6 and MITF primary 1.
`CCOC(=O)c1sc2nc(CC(=O)OC)nc(Nc3ccc(C(F)(F)F)cc3)c2c1C` gave FBW7 activator 0.1, TEAD-YAP inh 8, GPR151 ag 3.5 and MITF primary 1.
Screening CCCc1[nH]nc2c1C(Cc1ccccc1)C(C#N)=C(N)O2 (stereo not given) returned FBW7 activator 0.1, TEAD-YAP inh 5, GPR151 ag -0.1 and MITF primary 8.
Screening CC(C)c1ccc(/C=C2/SC(=Nc3ccccc3Cl)NC2=O)cc1 returned FBW7 activator -0.2, TEAD-YAP inh 0, GPR151 ag 0.6 and MITF primary 6.
Screening CC1CN(C)C(C)CC1OC(=O)c1ccco1 (stereo not given) returned FBW7 activator 0.1, TEAD-YAP inh -20, GPR151 ag -0.9 and MITF primary 1.
Screening Cc1ccc2nc(-c3ccc(NC(=O)CCOc4ccccc4)cc3)sc2c1 returned FBW7 activator 0.0, TEAD-YAP inh 9, GPR151 ag 0.5 and MITF primary 1.
For Cc1ccc(CNc2nc3c(c(=O)[nH]c(=O)n3C)n2CC(O)COC(C)C)cc1 (stereo not given) the results were FBW7 activator 0.1, TEAD-YAP inh 0, GPR151 ag 0.0 and MITF primary -6.
For O=C(NCc1ccc(F)cc1)c1ccc(NC2=NC3CS(=O)(=O)CC3S2)cc1 (stereo not given) the results were FBW7 activator 0.0, TEAD-YAP inh 0, GPR151 ag -0.2 and MITF primary 6.
For c1ccc(CN2CCC(Nc3nc(Nc4ncccn4)nc4nc[nH]c34)CC2)cc1 the results were FBW7 activator -0.1, TEAD-YAP inh -8, GPR151 ag -0.6 and MITF primary 10.
`CC[C@H](C)[C@@H](NC(=O)OC1C(=O)c2cc(Br)ccc2O[C@H]1c1cccc(OC)c1)C(=O)OC` (stereo not given in full) gave FBW7 activator 0.1, GPR151 ag -0.5 and MITF primary -10.
`COc1cccc(NC(=O)N2CCc3nc(C)nc(N4CCCCCC4)c3C2)c1` gave FBW7 activator 0.2, TEAD-YAP inh -4, GPR151 ag 2.6 and MITF primary 8.
`O=C(COC(=O)c1ccc(Br)o1)c1cccc(S(=O)(=O)N2CCOCC2)c1` gave FBW7 activator -0.1, TEAD-YAP inh 3, GPR151 ag -2.0 and MITF primary -9.
`O=C(NCc1cccnc1)c1ccnc(-c2ccccc2)c1` gave FBW7 activator 0.1, TEAD-YAP inh 3, GPR151 ag -1.0 and MITF primary 4.
`CCOc1ccc(-n2c(SCC#N)nc3c(sc(=S)n3-c3cccc(OC)c3)c2=O)cc1` gave FBW7 activator 0.0, TEAD-YAP inh 1, GPR151 ag 1.2 and MITF primary -2.
